From PubChem BioAssay
Apaf-1 inh: human Apaf-1 inhibition; reconstituted apoptosome caspase-3 activity, DEVD-Rh110 fluorescence; inhibition, % at 20 µM; 0.71% of 330,000 active; O14727; active = inhibition of at least 40% at 20 µM;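 note: plate controls were DMSO wells for no effect and DEVD-CHO caspase inhibitor wells for full effect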
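detection = Rh110 fluorescence intensity | test system = biochemical Apaf-1 apoptosome reconstitution | also added = cytochrome c and DEVD-Rh110 substrate | schedule = 30 min plus 50 min, RT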
HKDC1 inh: HKDC1 (human) hexokinase inhibition. recombinant HKDC1, G6PDH/diaphorase resazurin coupled fluorescence. AID 493160. Q2TB90. inhibition, % at 20 µM. 0.16% of 340,000 active;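 active = inhibition above about 35% when tested at 20 µM, limit read from the data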;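 note: plate controls were DMSO wells with enzyme for no effect and DMSO wells lacking enzyme for full effect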
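test system = in-house recombinant HK5 (HKDC1) enzyme | amount = HKDC1 at 5 µg/mL | control set = DMSO-enzyme wells negative, buffer-substituted wells positive | compound = one dose of 20 µM, 1% DMSO | schedule = reaction time 90 min, room temperature, protected from light | technique = resorufin fluorescence at 613 nm | reagent = glucose with 1 mM ATP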
SENP1 FRET inh: SENP1 (human) catalytic domain inhibition | Q9P0U3 | AID 624204 | inhibition, % at 10 µM | recombinant SENP1 catalytic domain, CyPet-SUMO1-YPet FRET cleavage | 0.21% of 360,000 active;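 active = inhibition at least 30% at 10 µM, raw YFP signal under a set limit, fluorescence ratio 0.5 to 1.5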;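 note: 0% = enzyme with DMSO and 100% = no enzyme wells; some results filed as inactive read as strong as hits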
Target sequence (Q9P0U3 419-644 limits assumed): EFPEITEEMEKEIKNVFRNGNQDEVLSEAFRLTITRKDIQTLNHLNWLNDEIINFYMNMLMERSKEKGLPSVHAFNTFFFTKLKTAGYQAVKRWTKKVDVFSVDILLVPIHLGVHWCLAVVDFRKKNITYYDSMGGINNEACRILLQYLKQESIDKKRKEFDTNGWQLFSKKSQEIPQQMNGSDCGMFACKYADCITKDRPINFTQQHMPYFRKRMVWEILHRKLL
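Controls: no-enzyme wells low, DMSO-plus-enzyme wells high control. Test system: human recombinant His6-tagged SENP1 catalytic domain enzyme. Reagent: SFCypet-SUMO1-SFYpet FRET protein substrate, 25 nM final. Doses: one dose per compound, 10 µM, 0.5% DMSO. Detection: FRET, CFP and YFP emission. Timing: 50 min reaction at room temperature.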
SENP6 inh: inhibitors of human SENP6 protease; Q9GZR1; Recombinant SENP6 catalytic domain, aminoluciferin luminescence; inhibition, % at 10 µM; 1.8% of 330,000 active;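 active = inhibition above about 50% at the single tested dose, limit read from the data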;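 note: plate controls were DMSO wells with enzyme for no effect and DMSO wells lacking enzyme for full effect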
SENP7 inh: inhibitors of human SENP7 protease | recombinant SENP7, Z-RLRGG-aminoluciferin luminescence, 40 min | inhibition, % at 5 µM | 1.5% of 330,000 active;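 active = inhibition above about 50% at the single test dose, limit read from the data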;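 note: plate controls were DMSO with enzyme for no effect and no enzyme buffer wells for full effect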
Target sequence (Q9BQF6 706-1050 limits assumed): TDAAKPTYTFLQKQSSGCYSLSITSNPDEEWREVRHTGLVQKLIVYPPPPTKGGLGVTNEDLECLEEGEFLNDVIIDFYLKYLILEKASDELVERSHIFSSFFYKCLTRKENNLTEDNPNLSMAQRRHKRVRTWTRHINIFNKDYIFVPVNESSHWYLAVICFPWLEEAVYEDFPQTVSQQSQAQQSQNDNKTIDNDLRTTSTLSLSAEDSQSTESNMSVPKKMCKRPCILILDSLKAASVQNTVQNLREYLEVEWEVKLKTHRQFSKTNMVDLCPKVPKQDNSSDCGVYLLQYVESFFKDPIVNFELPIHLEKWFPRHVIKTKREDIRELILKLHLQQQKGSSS
SENP8 block-1: blocks human SENP8 cleavage of Nedd8 substrate; Q96LD8; recombinant SENP8, Nedd8 substrate fluorescence; inhibition, % at 20 µM; 0.64% of 360,000 active; AID 602440; in the data active = inhibition mostly above about 40%, no sharp cut-off; inactive = mostly below about 27%
Target sequence (Q96LD8 whole entry, looked up): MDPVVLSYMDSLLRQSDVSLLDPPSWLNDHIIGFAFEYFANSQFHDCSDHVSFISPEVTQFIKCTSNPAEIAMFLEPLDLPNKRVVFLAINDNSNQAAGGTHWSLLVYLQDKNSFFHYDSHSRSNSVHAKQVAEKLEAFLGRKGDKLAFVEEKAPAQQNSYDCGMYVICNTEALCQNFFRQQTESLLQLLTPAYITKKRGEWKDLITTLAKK
NLRP3 yeast inh: NALP3 inhibition in yeast; Yeast reconstituted NLRP3/ASC/caspase-1, beta-gal luminescence, 24 h; inhibition, % at 10 µM; 0.39% of 330,000 active;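 active = inhibition of 50% or more; inactive = inhibition below 50%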;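 note: plate controls were induced DMSO wells for no effect and uninduced yeast grown without galactose for full effect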
SENP8 block-2: SENP8 protease inhibition; 1.2% of 330,000 active; inhibition, % at 10 µM; purified SENP8, Z-RLRGG-aminoluciferin cleavage, luminescence; AID 2540; in the data active = inhibition above about 50%
PfG6PD inh: PfG6PD (Plasmodium falciparum) enzyme inhibition; PfGluPho enzyme, NADPH resazurin-diaphorase fluorescence; inhibition, % at 20 µM; 0.78% of 350,000 active;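 active = inhibition reaching at least a set limit at 20 µM in the primary screen, cut at about 59% in these data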;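 note: 0% = DMSO wells with substrate and 100% = DMSO wells lacking glucose-6-phosphate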
* = called active by the depositor; x = not tested or not shown. Rows are unselected; overall some 4.1% were active at least once.

SMILES | Apaf-1 inh | HKDC1 inh | SENP1 FRET inh | SENP6 inh | SENP7 inh | SENP8 block-1 | NLRP3 yeast inh | SENP8 block-2 | PfG6PD inh
O=C(/C=C/c1cccc(F)c1)OCC(=O)N1CCCc2ccccc21 | 8 | -3 | -2 | 8 | -6 | 6 | 38 | -9 | 11
CCOC(=O)C(O)(CC(=O)Nc1ccc(Cl)cc1Cl)C(F)(F)F (stereo not drawn) | 6 | 1 | -2 | -3 | 1 | 5 | 9 | 1 | -8
CCOC(=O)/C(=C/c1ccco1)NC(=O)c1ccc(Br)o1 | 2 | -8 | 0 | -2 | -1 | 12 | 12 | -1 | 10
COc1ccc([N+](=O)[O-])cc1/C=N/Nc1nc(N2CCCCC2)nc(N2CCCCC2)n1 | 6 | -7 | 1 | -3 | -7 | 18 | 20 | -5 | 16
Cc1n[nH]c(=O)c2c(NC(=O)CSc3ncccn3)oc(C)c12 | 4 | -6 | -1 | -16 | -3 | 14 | 10 | 1 | 14
COc1ccc(C2=CC(=O)CC(c3ccc(OC)cc3)C2)cc1 (stereo not drawn) | 12 | 2 | 4 | 1 | -7 | -3 | 7 | -9 | -19
O=C(O)c1nn(CC(=O)N2CCN(S(=O)(=O)c3ccc(Cl)cc3)CC2)c(=O)c2ccccc12 | 8 | -6 | 1 | -3 | 10 | 10 | 12 | -2 | -21
CO/N=C/c1ccc(Oc2ccc(C)cc2)c([N+](=O)[O-])c1 | 12 | -7 | 2 | 13 | -1 | 7 | 28 | 2 | 7
O=C(COC(=O)Cn1cnc2ccccc21)Nc1ccc(OC(F)F)cc1 | 3 | 4 | 0 | -2 | -3 | 7 | 10 | -9 | 10
O=C(CN1C(=O)CSC1=O)N1CCCC(Nc2ccc(F)cc2)C1 (stereo not drawn) | 3 | -2 | 1 | -5 | 13 | 17 | 16 | 3 | 6
COc1ccc(NC(=O)Cc2c(SC)c3ccccc3n2Cc2ccccc2)cc1 | 4 | 2 | 0 | -8 | -1 | 9 | 8 | -11 | -7
O=C(CN1C(=O)c2ccccc2S1(=O)=O)Nc1cccnc1 | -13 | 5 | 1 | 0 | 9 | 17 | 3 | 0 | -15
Cc1ccc(-c2nc3n(n2)Cc2ccccc2-3)cc1 | -197 | -2 | 1 | 97* | 99* | 14 | 20 | 96* | 77*
CCCNC(=O)C1CCN(S(=O)(=O)c2ccc(-c3nn[nH]n3)cc2)CC1 | -13 | -11 | 3 | 1 | 3 | 10 | -12 | 5 | -20
CC1CCCN(C(C(=O)Nc2ccc3c(c2)OCO3)c2ccccc2)C1 (stereo not drawn) | 4 | -5 | 2 | -9 | 16 | 13 | 13 | -10 | -1
CC(=O)Oc1ccc(C(=O)Nc2cc(NC(=O)c3ccc(OC(C)=O)cc3)cc(C(=O)NC(C)(C)C)c2)cc1 | 14 | 7 | 1 | -16 | 4 | 18 | -13 | -1 | 21
O=C(NCc1cccnc1)c1ccc(NS(=O)(=O)c2ccc(F)cc2)cc1 | 1 | -3 | -1 | 19 | 0 | -4 | 11 | 9 | -18
Cc1cc(=O)[nH]c(SCC(=O)Nc2ccc(S(N)(=O)=O)cc2)n1 | 5 | 5 | -1 | 0 | 2 | 0 | 8 | 7 | 9
COC(=O)c1cc(Br)ccc1OC(=O)c1cccnc1 | 0 | -2 | -2 | -5 | 4 | -5 | 14 | 1 | -9
CSC(=S)N/N=C/c1ccccc1 | 2 | -7 | 3 | -50 | -2 | 12 | 26 | -17 | 1
O=C(Cc1ccccc1)Nc1ccc(NC(=O)c2cccs2)cc1Cl | 6 | -3 | 2 | -17 | -8 | 12 | 18 | -6 | -17
O=C(NCCCc1ccccc1)c1cnc2n(c1=O)CCS2 | -2 | -3 | 1 | -8 | -10 | 5 | 17 | -13 | -26
COc1cccc(CN2CCC(C(=O)N3CCN(c4ccccc4F)CC3)CC2)c1OC | -5 | -7 | 0 | -4 | -5 | 18 | 12 | -4 | -9
CC(=O)Nc1ccc(S(=O)(=O)NCC(=O)OCC(=O)N2CCCc3ccccc32)cc1 | 2 | -16 | 1 | -4 | -7 | 19 | 9 | -4 | -2
Cc1cccc(C(=O)N/N=C/c2ccccn2)c1 | -2 | -4 | -2 | -9 | -10 | 11 | -12 | -13 | 2

Record cards, from the list above. Order of values: Apaf-1 inh | HKDC1 inh | SENP1 FRET inh | SENP6 inh | SENP7 inh | SENP8 block-1 | NLRP3 yeast inh | SENP8 block-2 | PfG6PD inh
`O=C(CN1C(=O)c2ccccc2S1(=O)=O)Nc1cccnc1` is entered as -13 | 5 | 1 | 0 | 9 | 17 | 3 | 0 | -15
`Cc1cccc(C(=O)N/N=C/c2ccccn2)c1` is entered as -2 | -4 | -2 | -9 | -10 | 11 | -12 | -13 | 2
`COc1cccc(CN2CCC(C(=O)N3CCN(c4ccccc4F)CC3)CC2)c1OC` is entered as -5 | -7 | 0 | -4 | -5 | 18 | 12 | -4 | -9
`CC(=O)Nc1ccc(S(=O)(=O)NCC(=O)OCC(=O)N2CCCc3ccccc32)cc1` is entered as 2 | -16 | 1 | -4 | -7 | 19 | 9 | -4 | -2
`COC(=O)c1cc(Br)ccc1OC(=O)c1cccnc1` is entered as 0 | -2 | -2 | -5 | 4 | -5 | 14 | 1 | -9

The listing continues.
SMILES | Apaf-1 inh | HKDC1 inh | SENP1 FRET inh | SENP6 inh | SENP7 inh | SENP8 block-1 | NLRP3 yeast inh | SENP8 block-2 | PfG6PD inh
Cc1cccc(CNS(=O)(=O)c2ccc(-c3ccc(=O)[nH]n3)s2)c1 | 4 | -5 | 2 | -2 | -4 | -34 | -9 | 5 | -11
O=C(/C=C/c1ccccc1[N+](=O)[O-])N1CCN(C(=O)c2ccco2)CC1 | -7 | 6 | 1 | 0 | -3 | 7 | 13 | 22 | -19
CCN(CC)CCN(C(=O)c1cccc(N2C(=O)CCC2=O)c1)c1nc2cc3c(cc2s1)OCO3 | -7 | -1 | -1 | -32 | 2 | 14 | 7 | -4 | -3
Cc1noc(C)c1COc1ccccc1C(=O)Nc1ccc(C(N)=O)cc1 | -7 | -2 | 2 | 0 | 5 | 10 | 14 | 6 | -17
O=C(COc1ccccc1Cl)NNC(=O)C1CCCO1 (stereo not drawn) | -3 | -9 | 3 | -14 | 2 | 23 | -1 | 3 | -5
COc1ccc(/C=N/Nc2nc(-c3cccnc3)nc3ccccc23)c(OC)c1 | -6 | -2 | -63 | -11 | -8 | -477 | 14 | -2 | 5
CNC(=O)C(C#N)(Cc1cc(C(C)=O)ccc1OC)Cc1cc(C(C)=O)ccc1OC | 5 | -7 | 1 | 11 | 0 | 11 | 2 | -3 | -14
CC(=O)NC1C(=O)N(CCc2ccccc2)c2ccccc21 (stereo not drawn) | 8 | -2 | -4 | 2 | 4 | 19 | 11 | 0 | -8
O=C1Nc2ccc(S(=O)(=O)N(CCO)CCO)c3cccc1c23 | -15 | 0 | -72 | -23 | -6 | -422 | 7 | 2 | -4
O=C1N2CN(C(c3ccccc3)c3ccccc3)CN=C2SC1(CO)CO | 14 | -3 | 1 | -12 | 6 | 22 | -7 | 4 | -1
COc1ccc(-c2ccnc(SCC(=O)Nc3ccccn3)n2)cc1 | 4 | 4 | 2 | -1 | -1 | -20 | 40 | -15 | -11
COc1ccc(C(=O)c2coc3ccc(O)c(CN4CCCC4)c23)cc1 | 3 | -2 | 2 | -20 | 8 | 26 | 11 | 7 | -6
CCCn1c(CNC(=O)c2cccs2)nc2ccccc21 | 7 | 4 | -1 | -6 | 3 | 15 | -9 | -1 | -21
O=C(COc1ccc(S(=O)(=O)N2CCOCC2)cc1)Nc1ccc(Cl)c(C(F)(F)F)c1 | 6 | -2 | 0 | -15 | 6 | 9 | -1 | 4 | 14
O=C(CN1CCCCCC1)Nc1ccc(Oc2ccccc2)cc1 | 6 | -2 | 1 | -17 | -5 | 11 | 34 | -10 | 9
N#Cc1c(N2CCOCC2)nsc1-c1ccccc1 | 2 | -2 | -1 | 37 | 6 | -28 | 21 | 25 | -10
Cc1ccc(S(=O)(=O)CNC(=O)c2ccccc2)cc1 | 13 | -1 | 4 | -7 | 2 | 21 | 7 | -2 | 0
O=C(OCc1c(-c2ccccc2)ncc2ccccc12)c1ccc(C(F)(F)F)cc1 | 21 | 6 | 2 | -9 | -9 | 16 | 12 | -2 | 17
COc1ccc(-c2cc(C(F)(F)F)nc(S(=O)(=O)CCCC(=O)Nc3cc(C)on3)n2)cc1OC | x | 5 | -1 | x | x | -460 | x | x | -3
O=C(COC(=O)C1=COCCO1)Nc1ccc(Br)cc1Br | 11 | -7 | 1 | -19 | -16 | 14 | 16 | -16 | 0
CCOc1ccc(NC(=O)CSc2nnc(C3CC3)n2C)cc1S(=O)(=O)N1CCCCC1 | 17 | -1 | 0 | -3 | -4 | -4 | 0 | -12 | -2
CC(C)[C@H](NC(=O)N1CC(=O)Nc2ccccc21)C(=O)N[C@H](Cc1c[nH]c2ccccc12)C(=O)O | -10 | -4 | 2 | -15 | 3 | 44* | 1 | 4 | 12
CCOC(=O)c1c(-c2ccc(C)o2)csc1NC(=O)CN(C)CC(=O)Nc1ccc(C)cc1 | 32 | 3 | 1 | -6 | 1 | -18 | 3 | 5 | 24
N[C@@H](Cc1ccccc1)C(=O)N1CCC(C(=O)N[C@@H](Cc2c[nH]c3ccccc23)C(=O)O)CC1 | 7 | -7 | -2 | -6 | -13 | 5 | -1 | -9 | -3
O=C(COC(=O)c1ncc(Cl)c(Cl)c1Cl)c1ccc(Cl)s1 | 1 | -4 | 0 | -9 | -2 | 1 | 6 | -2 | -10
Following part
SMILES | Apaf-1 inh | HKDC1 inh | SENP1 FRET inh | SENP6 inh | SENP7 inh | SENP8 block-1 | NLRP3 yeast inh | SENP8 block-2 | PfG6PD inh
O=C(NCc1ccc(Cl)cc1)Nc1ccc(F)cc1 | 3 | 1 | 2 | -16 | -5 | 0 | 26 | -9 | 7
CCOC(=O)c1c(-c2ccccc2)oc2ccc(O)c(CN3CCCC3)c12 | 3 | 0 | -7 | -8 | 1 | -21 | 7 | -2 | -15
CCCCN(CC)CCCNC(=O)c1cc2c(=O)n(C)c3ccccc3c2n1C | 13 | 4 | 0 | 6 | 0 | -99 | 2 | 2 | 19
COc1ccc([C@H]2CC(=O)C=C(c3ccc4cc[nH]c4c3)C2)cc1 | 14 | 9 | -18 | 0 | 5 | -70 | 29 | -1 | 1
O=C(Nc1ccccc1)C1CCN(S(=O)(=O)c2cccs2)CC1 | -3 | 0 | 6 | 3 | -5 | 14 | 16 | -1 | 5
O=C(NCc1ccccc1)N1CCC(CO)(Cc2cccc(F)c2)CC1 | 0 | -5 | 1 | -20 | 4 | 20 | 13 | 4 | -1
COc1ccc(-n2c(C)cc(-c3csc(NC(=O)c4ccc(S(=O)(=O)N(C)C)cc4)n3)c2C)cc1 | 6 | 12 | 12 | -2 | 3 | 22 | 9 | -6 | 7
c1ccc(C2CCC(N3CCN(c4ccccc4)CC3)CC2)cc1 (stereo not drawn) | 8 | -4 | 0 | -2 | 6 | 2 | 13 | 5 | 0
O=C(CCC(=O)c1ccccc1)Nc1ccccc1OC(F)F | 0 | -3 | 0 | -20 | -6 | 17 | 26 | 1 | 8
C=CCn1c(Cc2cccs2)nnc1SC/C=C/c1ccccc1 | -6 | -4 | 2 | -5 | 1 | 13 | -1 | 1 | -3
COc1ccc(-n2cc3c(-c4cccc(Br)c4)nnc(C)c3n2)cc1 | 16 | 21 | 69 | -26 | -4 | -14 | 28 | -13 | 1
